# Screens (PubChem BioAssay)
# 697 NFkB inh = lowers PMA/ionomycin-induced NF-kB signal in 697 B cells | 697 B-cell NF-kB luciferase reporter, 16 h | inhibition, % at 4 µM | actives 0.33% (n = 330,000); in the data active = inhibition above about 35%
# Gli-Sufu antag = Gli-Sufu pathway antagonism; Sufu-KO-LIGHT fibroblasts, Gli luciferase reporter luminescence; inhibition, % at 5 µM; actives 0.74% (n = 340,000); AID 588413;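 active = inhibition above about 55%, limit read from the data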;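 also: 0% = DMSO-treated cells and 100% = wells with medium but no cells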
# CCR6 antag = CCR6 (human) receptor antagonism; CHO-K1 CCR6 PathHunter beta-arrestin, luminescence, CCL20-stimulated; inhibition, % at 20 µM; actives 0.49% (n = 340,000); AID 493098;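 active = compounds whose inhibition of the agonist-driven luminescence signal at 20 µM reaches about 50%, limit read from the data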;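 also: cells stimulated with CCL20 at 14 nM final; plate controls were DMSO with CCL20 for no effect and DMSO without agonist for full effect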
# Target sequence (P51684 whole entry, looked up): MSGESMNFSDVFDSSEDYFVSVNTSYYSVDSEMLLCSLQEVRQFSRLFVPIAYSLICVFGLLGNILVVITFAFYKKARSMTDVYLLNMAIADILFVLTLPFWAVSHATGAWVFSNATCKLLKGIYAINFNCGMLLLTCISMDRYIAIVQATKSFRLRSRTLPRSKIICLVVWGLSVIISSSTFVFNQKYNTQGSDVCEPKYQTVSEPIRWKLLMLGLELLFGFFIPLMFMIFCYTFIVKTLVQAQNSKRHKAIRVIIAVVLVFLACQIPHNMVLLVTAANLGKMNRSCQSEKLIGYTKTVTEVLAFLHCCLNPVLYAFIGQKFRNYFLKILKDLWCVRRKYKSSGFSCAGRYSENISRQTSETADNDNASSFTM
# UBC13 polyUb = human UBC13 polyubiquitination inhibition; inhibition, % at 20 µM; actives 0.47% (n = 330,000); UBC13 polyubiquitin chain formation, TR-FRET; AID 485273; in the data active = inhibition above about 45%, passing the limit was not always enough
# Jurkat NFkB inh = lowers PMA/ionomycin-induced NF-kB signal in Jurkat cells. PMA/ionomycin-induced NF-kB luciferase reporter, luminescence. inhibition, % at 4 µM. AID 435003. actives 0.53% (n = 330,000)
# Apaf-1 inh = blocks human Apaf-1 apoptosome activity | O14727 | reconstituted apoptosome caspase-3 activity, DEVD-Rh110 fluorescence | inhibition, % at 20 µM | actives 0.71% (n = 330,000); active = inhibition of at least 40% at 20 µM;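 also: plate controls were DMSO wells for no effect and DEVD-CHO caspase inhibitor wells for full effect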
#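 Material: biochemical Apaf-1 apoptosome reconstitution. Medium: Hepes buffer, pH 7.5. Also added: cytochrome c activation, bis-DEVD rhodamine 110 substrate. Timing: 30 min compound preincubation, 50 min activation, room temperature. Measured by: rhodamine 110 fluorescence at Ex 480/Em 540 nm.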
# EBI2 antag = antagonists of human EBI2 receptor. AID 651636. inhibition, % at 5 µM. actives 0.81% (n = 360,000). P32249. EBI2 beta-arrestin recruitment, luminescence, 7a,25-OHC stimulated; in the data active = inhibition above about 38%;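 also: enzyme fragment complementation signal reports receptor beta-arrestin coupling in cells; 0% = agonist plus DMSO wells and 100% = wells without agonist; some results beyond the cut were filed as inactive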
# Target sequence (P32249 whole entry, looked up, the tested form may be a part): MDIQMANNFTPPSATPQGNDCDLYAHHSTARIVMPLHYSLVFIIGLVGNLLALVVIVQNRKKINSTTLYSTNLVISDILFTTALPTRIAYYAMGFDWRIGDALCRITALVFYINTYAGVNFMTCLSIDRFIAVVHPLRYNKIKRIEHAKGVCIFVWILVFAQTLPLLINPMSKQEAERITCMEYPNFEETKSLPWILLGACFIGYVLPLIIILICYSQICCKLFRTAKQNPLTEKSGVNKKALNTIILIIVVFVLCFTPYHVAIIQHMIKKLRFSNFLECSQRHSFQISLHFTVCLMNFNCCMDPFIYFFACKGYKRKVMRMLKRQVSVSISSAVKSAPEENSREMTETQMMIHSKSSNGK
# SENP8 inh = SENP8 protease inhibition. inhibition, % at 10 µM. Q96LD8. actives 1.2% (n = 330,000). purified SENP8, Z-RLRGG-aminoluciferin cleavage, luminescence. AID 2540
# Target sequence (Q96LD8 whole entry, looked up): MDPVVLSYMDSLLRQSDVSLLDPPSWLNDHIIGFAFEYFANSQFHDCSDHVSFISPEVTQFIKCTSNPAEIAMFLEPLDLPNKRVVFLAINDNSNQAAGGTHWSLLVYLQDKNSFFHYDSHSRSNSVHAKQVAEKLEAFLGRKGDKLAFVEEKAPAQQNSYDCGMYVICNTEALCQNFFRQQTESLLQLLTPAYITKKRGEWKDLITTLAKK
# Numbers without * were called inactive; x = no result given. Rule as the data show it, unless noted: active = inhibition above about 50%; inactive = the rest. An excerpt; count on the stated rates, not on these rows.
SMILES,697 NFkB inh,Gli-Sufu antag,CCR6 antag,UBC13 polyUb,Jurkat NFkB inh,Apaf-1 inh,EBI2 antag,SENP8 inh
CCN(CC(=O)Nc1ccccc1C(F)(F)F)C(=O)c1oc2ccc(OC)cc2c1C,-37.6,-19.0,12.6,8.0,-59.6,13.2,8.5,-11.1
N#C/C=C/C(=C\Nc1ccc(Cl)cc1)S(=O)(=O)c1ccccc1,-4.1,-27.6,4.4,-4.3,7.1,5.7,-10.6,6.7
CC(C)(C)c1csc(NC(=O)C2COc3ccccc3O2)n1 (stereo not given),-105.4,-78.2,5.8,4.3,-68.6,17.8,3.7,-11.8
COc1ccc(NC(=O)CNC(c2ccccc2)c2ccccc2)cc1Cl,-10.4,3.2,17.0,-7.0,3.1,27.0,18.2,-4.4
Cc1ccc(-c2nnc(NC(=O)c3ccco3)o2)c(C)c1,-33.7,72.6*,-1.9,-10.4,-8.2,16.0,-9.7,-10.1
Cc1cc(C)c2nc(-c3ccccn3)cc(C(=O)Nc3ccc(S(=O)(=O)Nc4onc(C)c4C)cc3)c2c1,-6.4,3.9,12.4,-22.4,-0.1,29.8,-3.8,1.1
Cc1cc(S(=O)(=O)NCCc2ccccc2)ccc1-n1cnnn1,-1.0,19.6,3.8,2.5,3.4,3.0,-8.5,0.4
O=C(Nc1ncc(Cc2cccc([N+](=O)[O-])c2)s1)c1ccco1,-14.4,-26.6,17.1,4.3,-25.4,2.4,5.9,-5.7
Cc1cc(NC(=O)Cn2nc(C(F)(F)F)c3c2CCCC3)no1,4.1,0.1,-6.6,1.7,6.3,-13.7,-0.4,4.5
C=CCN1CC(=O)N2C(C)c3[nH]c4ccccc4c3C[C@H]2C1=O (stereo not given in full),-1.7,2.7,1.8,-1.3,4.5,9.1,0.6,-9.1
CCCCOC(=O)c1ccc(NC(=O)C(=O)NCc2cccnc2)cc1,-20.8,-7.0,-14.8,3.4,-6.0,9.2,-4.8,-9.3
C/C(=N\NS(=O)(=O)c1ccc(C)c([N+](=O)[O-])c1)c1cc2ccccc2o1,4.5,-5.1,7.4,-15.1,1.4,14.1,1.9,5.1
CC1=CC(C)(C)N2C(=O)C(=Nc3ccc(O)cc3)c3cccc1c32,-3.6,6.5,48.9,-27.6,13.4,90.2*,-32.9,9.2
CCN(CCN(C)C)C(=O)Cn1ncc2c1-c1cc(C)ccc1OC2,3.9,-10.1,-0.1,2.6,1.3,-6.2,1.9,5.3
Nc1cc(=O)[nH]c(SCC(=O)Nc2ccc(S(=O)(=O)N3CCOCC3)cc2)n1,5.3,-5.4,-11.8,1.9,12.0,-1.7,-9.5,2.9
COc1ccc(Cl)cc1NC(=O)CN(C)C(=O)c1ccc2n[nH]nc2c1,21.4,-4.8,10.1,-4.2,-16.1,-5.0,1.5,-12.8
O=C(NCC(=O)N(CC1CCCO1)C(C(=O)NC1CCCCC1)c1ccccc1)c1cccs1 (stereo not given),2.6,4.3,-10.2,-0.9,-10.4,-9.5,-3.1,-8.7
Oc1ccc(CN2CCN(c3ccccc3)CC2)c2cccnc12,-24.8,12.1,-1.1,-5.6,4.3,-10.4,60.0*,-10.1
COc1ccc(S(=O)(=O)c2ccc(O)cc2)cc1,8.2,4.7,0.4,6.0,5.3,-0.2,-6.3,-1.4
Cn1cc(C(=O)c2ccc(Cl)cc2Cl)cc1C(=O)O,-6.9,12.1,-2.7,0.8,-0.2,2.0,2.1,-4.8
Cn1nc(C(=O)OCC(=O)Nc2ccc(F)cc2Cl)c2ccccc2c1=O,7.9,-0.2,-1.1,-4.2,14.7,-1.8,3.1,-0.3
CNc1ncnc2sc(-c3ccccc3)cc12,-1.6,-18.5,-2.3,1.7,-6.9,-10.0,15.0,-8.3
NS(=O)(=O)c1ccc(CCNC(=O)CSc2ccc(Cl)cc2)cc1,20.6,-6.3,1.9,7.1,17.3,2.5,11.2,-4.9
COc1ccc(C(=O)COC(=O)CCN2C(=O)[C@@H]3[C@H](C2=O)[C@@H]2C[C@H]3C(Br)C2Br)cc1 (stereo not given in full),-22.5,1.0,10.0,0.8,-2.5,2.4,2.7,-12.4
O=C(CS(=O)(=O)Cc1ccccc1)Nc1ccccc1Cl,20.4,0.4,-10.1,4.6,5.5,-9.6,-9.5,-2.6

# Copied from above for reference:
SMILES,697 NFkB inh,Gli-Sufu antag,CCR6 antag,UBC13 polyUb,Jurkat NFkB inh,Apaf-1 inh,EBI2 antag,SENP8 inh
CC(C)(C)c1csc(NC(=O)C2COc3ccccc3O2)n1 (stereo not given),-105.4,-78.2,5.8,4.3,-68.6,17.8,3.7,-11.8
COc1ccc(NC(=O)CNC(c2ccccc2)c2ccccc2)cc1Cl,-10.4,3.2,17.0,-7.0,3.1,27.0,18.2,-4.4
Cc1ccc(-c2nnc(NC(=O)c3ccco3)o2)c(C)c1,-33.7,72.6*,-1.9,-10.4,-8.2,16.0,-9.7,-10.1
Cc1cc(C)c2nc(-c3ccccn3)cc(C(=O)Nc3ccc(S(=O)(=O)Nc4onc(C)c4C)cc3)c2c1,-6.4,3.9,12.4,-22.4,-0.1,29.8,-3.8,1.1
Cc1cc(S(=O)(=O)NCCc2ccccc2)ccc1-n1cnnn1,-1.0,19.6,3.8,2.5,3.4,3.0,-8.5,0.4
O=C(Nc1ncc(Cc2cccc([N+](=O)[O-])c2)s1)c1ccco1,-14.4,-26.6,17.1,4.3,-25.4,2.4,5.9,-5.7

# Next part:
SMILES,697 NFkB inh,Gli-Sufu antag,CCR6 antag,UBC13 polyUb,Jurkat NFkB inh,Apaf-1 inh,EBI2 antag,SENP8 inh
Cc1ccccc1NC(=O)/C(C#N)=C\c1ccsc1,-13.8,-12.4,4.5,3.6,-21.2,8.6,-19.2,-2.0
COc1ccc(S(=O)(=O)N2CCN(CCCOc3ccc(F)cc3)CC2)cc1OC,-2.8,6.4,1.0,5.7,-4.5,12.4,6.5,2.5
COCCCNC(=O)c1ccc2c(=O)n(Cc3ccc(OC)cc3)c(=O)[nH]c2c1,14.9,3.9,1.9,-0.2,-11.4,-23.2,1.9,-1.0
CC(C)N1CC(C(=O)Nc2cccc([N+](=O)[O-])c2)CC1=O (stereo not given),3.6,-6.2,-7.4,-2.8,-12.6,6.8,0.1,-11.3
OCCC1CN(Cc2cccc3c2OCO3)CCN1C1CCCC1 (stereo not given),9.5,8.7,6.4,4.5,0.3,1.6,-6.5,-1.0
O=C1c2ccccc2-c2nnc(-c3ccc(O)cc3)cc21,-95.1,-60.6,8.1,-47.3,-65.5,90.7*,19.1,96.0*
Cc1ccc(NC(=S)N(CCCN2CCOCC2)Cc2ccco2)cc1Cl,-7.8,7.2,12.2,21.3,9.5,4.0,-15.4,0.0
CC(=O)Nc1ccccc1OCC(=O)NC(C)c1ccccc1 (stereo not given),17.9,-5.9,-8.5,1.4,-12.5,-13.0,-10.7,-8.6
COc1ccc(-c2ccc(CCC(=O)O)n2CC(C)C)cc1,3.0,0.2,4.8,-3.6,-4.2,8.5,-5.5,-12.5
C=C(C)COc1ccc(-c2nc(N)ncc2Oc2ccccc2OC)c(O)c1,8.0,3.1,16.0,-5.3,0.4,16.1,36.3,1.2
CC(C)(C)C(=O)Nc1cccc(-c2nc3ccccc3[nH]2)c1,-3.6,2.4,5.4,2.0,-0.1,-5.0,-5.0,6.4
c1ccc(C2CCC(N3CCC(N4CCCCC4)CC3)CC2)cc1 (stereo not given),-11.5,x,x,18.8,-0.8,-6.9,x,4.5
CCC(=O)Nc1ccc(Cl)c(NC(=O)c2ccc(Br)o2)c1,13.7,6.8,-0.4,0.5,15.4,4.8,-15.4,-8.2
CCOc1ccc(C(C)=O)cc1COC(=O)C1=COCCO1,5.3,-0.6,27.5,-2.1,11.2,-5.4,-2.5,9.3
CCCCCCCCCCCC(=O)N1CC(=O)NC(=O)C1,-2.1,13.8,-0.6,4.7,-8.5,11.2,-12.4,12.3
Cc1ccc(C(=O)NCCCNCCCN(C)C)cn1,17.9,-4.3,-1.8,51.6*,3.1,-14.1,3.1,3.4
COc1ccc(N/N=C(\C#N)C(=N)N2CCOCC2)cc1,-81.8,-15.2,3.7,-29.5,-34.5,8.6,-5.1,2.5
O=C1CC(C(=O)NCc2ccccc2)N=C(N2CCCCC2)N1 (stereo not given),10.1,0.7,-3.0,2.2,-5.3,-0.7,-8.4,1.6
CC1(C)CC(=O)/C(=C(\O)CCCN2C(=O)c3ccccc3C2=O)C(=NCCO)C1,7.4,-20.8,-9.4,9.2,-3.3,-10.1,-13.6,-4.1
CC(C(Sc1ccccc1N)c1ccccc1)[N+](=O)[O-] (stereo not given),-9.2,9.9,47.7,-0.6,-13.3,3.2,-15.4,14.1
CCc1ccc(S(=O)(=O)NCCc2cn3ccccc3n2)s1,29.2,3.0,-33.0,1.8,-7.3,5.2,-3.0,0.7
CC1CC(C)CN(CCCNC(=O)Cn2ncn3cccc3c2=O)C1 (stereo not given),9.5,8.5,2.9,5.9,6.8,-4.9,-18.5,-0.7
Cc1ccc(CN2[C@@H]3c4ccccc4C[C@@H]3OCCS2(=O)=O)cc1,-51.6,-8.6,14.4,1.8,-25.3,20.2,4.3,-6.9
Cc1ccc(C)c(C(C)NC(=S)NCc2ccc(F)cc2)c1 (stereo not given),-43.0,5.0,17.4,1.0,-9.6,26.8,-0.6,-5.2
CCOc1ccc(Nc2oc(-c3cccs3)nc2C#N)cc1,-35.1,-19.9,19.0,0.4,-27.5,17.7,-5.5,3.1
# (list continues)
SMILES,697 NFkB inh,Gli-Sufu antag,CCR6 antag,UBC13 polyUb,Jurkat NFkB inh,Apaf-1 inh,EBI2 antag,SENP8 inh
COc1ccc(/C=C2\Oc3cc(OC(=O)N4CCOCC4)ccc3C2=O)cc1,3.6,4.7,13.9,7.1,6.7,16.2,16.3,-10.0
CCc1ccccc1NC(=O)NCCN1CCCCC1,0.6,6.1,0.4,-1.0,-0.7,-4.2,4.4,-4.1
N/C(=N\OC(=O)C(c1ccccc1)c1ccccc1)c1ccncc1,-21.7,-3.4,5.5,15.0,0.0,-13.4,4.4,0.8
CC1CCCC(C)N1C(=O)c1ccc2c(c1)S(=O)(=O)c1ccccc1C2=O (stereo not given),-14.4,25.1,9.4,-6.2,-11.8,15.0,-7.4,-5.5
CC1CC(C)(C)NC(=O)O1 (stereo not given),18.1,4.6,-8.0,6.5,-11.2,-88.4,2.6,0.6
CN(C1CCS(=O)(=O)C1)S(=O)(=O)c1cccc2nsnc12 (stereo not given),9.2,-5.3,5.5,-6.8,-15.0,6.7,1.1,-12.1
CCn1cc(C(=O)NCC2CCCO2)c(=O)c2cc(S(=O)(=O)N3CCCCCC3)ccc21 (stereo not given),-2.0,-6.4,1.4,-12.6,13.4,9.6,-8.3,-4.8
Cc1ccc(NC(=O)C(=O)NCC2CCCO2)cc1 (stereo not given),-41.8,-47.3,5.2,-4.7,-48.8,-9.9,-9.1,-7.9
Cc1ccc(S(=O)(=O)N2CCOCC2)cc1C(=O)Nc1nc(-c2ccccn2)cs1,-18.1,15.8,10.6,-22.5,23.5,4.6,2.7,8.5
Cc1ccc(C)c(/C=N/Nc2ccccn2)c1,-22.0,-3.6,-9.2,-8.5,-31.1,4.1,-5.0,-5.7
CCOC(=O)Nc1ccc(N2CCOCC2)c(S(=O)(=O)N2CCOCC2)c1,20.2,-1.9,6.4,3.0,0.5,0.6,2.4,4.9
CC(=O)c1ccc2c(c1)OCCOCCOc1ccc(C(C)=O)cc1OCCOCCO2,-1.0,0.3,6.2,-8.6,-0.3,-4.1,-6.3,-8.0
O=C(CSc1nnc(-c2ccco2)o1)c1ccc[nH]1,-24.7,14.2,-2.9,-4.2,-14.2,-4.6,1.8,6.2
CN(C(=O)COC(=O)c1ccc(=O)n(Cc2ccccc2)n1)C1CCS(=O)(=O)C1 (stereo not given),19.6,-15.5,10.9,3.3,20.5,-4.2,2.9,18.0
O=C(COC(=O)CC1CC2CCC1C2)NCc1ccc(F)cc1 (stereo not given),1.9,-2.1,6.3,-3.4,-9.1,12.0,4.1,-0.9
O=C(Nc1ccccc1)Nc1cnccn1,15.7,10.0,4.1,2.7,5.0,8.7,4.4,-10.2
